Ba/F3 V617F tox: reduce viability of Ba/F3 cells dependent on JAK2V617F | Ba/F3 EpoR-JAK2V617F viability, ATP luminescence | inhibition, % at 5.6 µM | 1.1% of 220,000 active | AID 1446;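 active means inhibition above the campaign mean plus 3 SD over all tested compounds, cut at about 24% in these data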;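 further: cytokine-independent growth of Ba/F3 cells driven by EpoR plus mutant JAK2; 0% = DMSO-treated cells and 100% = JAK inhibitor I control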
S1P4 ag: human S1P4 receptor agonism; S1P4-expressing cell line, agonist reporter assay; 0.35% of 220,000 active; O95977; AID 1509; activation, % at 4.98 µM; in the data active means activation above about 11%;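 further: 0% = DMSO vehicle and 100% = reference agonist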
Target sequence (O95977 whole entry, looked up): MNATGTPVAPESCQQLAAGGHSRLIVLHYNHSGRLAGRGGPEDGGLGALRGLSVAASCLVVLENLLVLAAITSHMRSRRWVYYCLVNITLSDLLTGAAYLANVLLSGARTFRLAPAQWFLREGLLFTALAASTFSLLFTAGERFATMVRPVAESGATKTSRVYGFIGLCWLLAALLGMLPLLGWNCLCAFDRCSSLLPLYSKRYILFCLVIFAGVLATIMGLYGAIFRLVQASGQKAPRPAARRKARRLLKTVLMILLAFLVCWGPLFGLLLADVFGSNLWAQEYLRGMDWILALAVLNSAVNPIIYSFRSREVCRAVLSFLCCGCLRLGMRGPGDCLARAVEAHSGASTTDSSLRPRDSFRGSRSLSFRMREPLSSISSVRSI
NPY-Y2 PAM-ag: potentiators or agonists of human neuropeptide Y receptor Y2; AID 1359; activation, % at 3.6 µM; P49146; 0.45% of 220,000 active; cells expressing NPY-Y2, potentiator/agonist read-out; in the data active means activation above about 27%;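 further: cells stimulated with NPY near EC25 plus isoproterenol at EC100; 0% = vehicle plus submaximal agonist and 100% = vehicle plus saturating agonist; some results beyond the cut were filed as inactive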
S1P4 antag: antagonists of human S1P4 receptor. O95977. S1P4-expressing cells, antagonist mode, reporter read-out. inhibition, % at 4.98 µM. 0.26% of 220,000 active. AID 1510; in the data active means inhibition above about 29%;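 further: 0% = wells stimulated with agonist and 100% = vehicle wells without agonist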
CHOP inh: inhibitors of CHOP induction in ER stress response. inhibition, % at 10 µM. AID 2732. 3.8% of 220,000 active. CHO-K1 CHOP-promoter luciferase, tunicamycin-induced, 15-18 h;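 active means compounds that reduced the stress-induced luciferase reporter signal by more than about 70% of percent inhibition, limit read from the data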;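 further: 0% = tunicamycin plus vehicle and 100% = wells without tunicamycin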
NPY-Y1 PAM-ag: potentiates or activates human NPY-Y1 receptor | P25929 | NPY-Y1 expressing cells, potentiator/agonist activation | activation, % at 3.6 µM | 0.37% of 220,000 active | AID 1304; in the data active means activation above about 33%, passing the limit was not always enough;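 further: cells stimulated with NPY at EC10 then isoproterenol at EC100; 0% = low agonist plus stimulus and 100% = saturating agonist plus stimulus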
p47phox inh: blocks human p47phox regulatory protein of NADPH oxidases | p47phox/p22phox peptide binding, fluorescence polarization, 2 h | inhibition, % at 24.7 µM | 0.53% of 220,000 active | P14598;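 active means inhibition above about 30%, limit read from the data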;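 further: 0% = p47phox with labelled peptide and 100% = labelled peptide alone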
Target sequence (P14598 whole entry, looked up): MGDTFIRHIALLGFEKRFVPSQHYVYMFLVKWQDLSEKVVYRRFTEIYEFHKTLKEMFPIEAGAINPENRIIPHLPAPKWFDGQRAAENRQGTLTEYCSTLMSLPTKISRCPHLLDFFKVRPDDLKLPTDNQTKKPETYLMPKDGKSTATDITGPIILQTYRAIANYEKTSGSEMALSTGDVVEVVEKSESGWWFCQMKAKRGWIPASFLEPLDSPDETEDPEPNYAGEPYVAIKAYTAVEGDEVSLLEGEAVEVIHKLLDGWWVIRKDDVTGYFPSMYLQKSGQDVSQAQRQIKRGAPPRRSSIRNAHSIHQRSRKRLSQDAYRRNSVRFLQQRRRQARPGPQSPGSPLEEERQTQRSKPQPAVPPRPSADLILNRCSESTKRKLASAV
NPY Y1 blocker: blocks the human neuropeptide Y Y1 receptor | inhibition, % at 3.6 µM | AID 1040 | P25929 | HEK293-CNG Y1 cells, membrane potential fluorescence; NPY at EC95, then isoproterenol | 1% of 200,000 active;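 active means inhibition above the campaign mean inhibition of all tested compounds plus 3 SD, cut at about 20% in these data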;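 further: 0% = DMSO wells given NPY plus isoproterenol and 100% = isoproterenol alone without NPY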
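Material: HEK293 Y1/CNG channel cell line | Also added: NPY (25 nM), isoproterenol (1 µM), Ro 20-1724 (25 µM) | Compound: One concentration, 3.6 µM, in 0.4% DMSO | Schedule: 3 h dye uptake, 1 h room-temperature compound, 45 min post-isoproterenol | Signal: Membrane-potential fluorescent dye readout | Read-out: % inhibition of NPY effect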
BaF3 parental: parental Ba/F3 viability inhibition as JAK2V617F counter-screen; CellTiter-Glo ATP luminescence; inhibition, % at 5.6 µM; 1.1% of 220,000 active; AID 1486;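 active means inhibition above a per-campaign cutoff, the mean inhibition of all tested compounds plus 3 SD, cut at about 27% in these data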;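 further: 0% = DMSO wells and 100% = JAK Inhibitor I control wells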
Starred values were filed as active, the others as inactive; nt = no result given.

SMILES,S1P4 antag,NPY-Y1 PAM-ag,NPY Y1 blocker,NPY-Y2 PAM-ag,Ba/F3 V617F tox,p47phox inh,CHOP inh,BaF3 parental,S1P4 ag
COc1ccc(CCNS(=O)(=O)c2ccc3c(c2)CC(C)N3C(C)=O)cc1OC (stereo not given),-2,-10,1,8,3,1,0,2,-0.4
COc1cc(C2SCCS2)cc(Br)c1Oc1ncccc1[N+](=O)[O-],-7,15,nt,19,-2,-10,33,3,-1.6
Cn1c(/N=C/c2c[nH]c3ccccc23)nc2ccccc21,-12,14,-3,4,-3,-9,57,0,1.3
CCOC(=O)CNC(=O)CNC(=O)c1ccc(OC)cc1,-13,-7,-2,2,-1,-7,32,10,-1.0
O=P(O)(CP(=O)(c1ccccc1)c1ccccc1)c1ccccc1O,-5,15,0,3,-2,-11,23,0,1.1
O=C(NCc1cccnc1)c1cc2nc(-c3cccs3)cc(C(F)(F)Cl)n2n1,-11,10,4,2,3,-15,2,5,-0.6
COc1ccc(CNC(=O)CN2CCC(C(=O)c3ccc(OC)cc3)CC2)cc1,-22,33,-1,13,-4,-9,55,1,3.3
COCCCNc1nc2c(-c3cccc(C)c3)nnn2c2ccccc12,-1,8,-3,-10,4,-1,6,10,-1.4
Cc1ccccc1NC(=S)N(C)CCc1ccccn1,-24,3,-5,12,-4,-8,-3,1,2.0
Nc1nc(SCC(=O)Nc2ccccc2Sc2ccccc2)n[nH]1,-4,-2,6,8,-3,-6,16,4,-1.9
FC(F)Sc1ccc(-n2cc(-c3ccccc3)[n+]3c2CCC3)cc1,-11,7,6,-3,60*,-15,11,69*,-2.2
OCCNC(=S)Nc1cc(Cl)cc(Cl)c1,1,-1,nt,2,2,7,2,3,1.2
NS(=O)(=O)c1ccc(NNC(=O)c2ccccc2C(=O)O)cc1,13,13,nt,-15,-2,-6,-4,6,0.2
CCCCc1oc2c(c(=O)c1C)C(=O)CC(c1ccccc1)C2 (stereo not given),-19,0,7,-12,2,0,24,6,1.3
Cc1cccc(-n2nnc(C(=O)NC3CCCc4ccccc43)c2N)c1 (stereo not given),-8,-17,5,1,2,-6,60,6,1.6
Cc1cc(=O)[nH]c(N/N=C2/CCCC/C2=C\c2ccccc2)n1,-8,8,nt,-17,1,-21,11,2,0.6
O=C(CN(Cc1cccs1)C(=O)CNS(=O)(=O)c1ccccc1)NC1CCCC1,-7,9,5,-3,1,3,13,3,-0.9
OCC1N=C(c2ccccn2)OC1c1ccccc1 (stereo not given),-6,19,1,-5,-1,-1,14,5,1.3
O=C(NCCCc1ccccc1)C1CC(=O)N(c2ccc3c(c2)OCCO3)C1 (stereo not given),-4,-32,6,-16,1,-9,14,5,0.9
CC(C)(C)c1[nH]nc2c1C(C1C=CCCC1)C(C#N)=C(N)O2 (stereo not given),-14,21,-10,2,-3,24,83*,-1,0.9
COc1cc(/C=N/Nc2nc(C)nc3c2cnn3-c2ccccc2)ccc1O,-7,19,-5,-3,46*,-9,19,51*,-2.0
O=C(Nc1ccccc1-c1nc2ccccc2o1)c1ccc2c(c1)OCCO2,-27,4,-6,1,1,nt,nt,0,-0.7
O=C(COC(=O)c1ccc(-c2ccccc2)cc1)Nc1ccccc1-c1ccccc1,-20,3,-4,3,0,-9,-1,5,0.5
CCCCCc1ccc(S(=O)(=O)Nc2cc(C)ccn2)cc1,-3,24,nt,4,-2,3,17,4,1.0
Cc1cccc(N2CN=c3s/c(=C\c4ccccn4)c(=O)n3C2)c1,14,-28,nt,-6,0,-6,-6,-3,-1.4
Cc1cc(NC(=O)/C=C/c2ccc(Cl)cc2)no1,-8,9,3,-5,5,6,-5,19,-3.9
O=C(CCCOc1ccc(Cl)cc1Cl)N/N=C\C1CCCCC1,9,-16,4,-23,-1,-10,105*,5,1.9
CC1(C)Cc2nc3sc(C(=O)NCCO)c(N)c3cc2CO1,0,5,4,2,2,2,3,-1,-0.8
CCOC(=O)c1c(C)c(C(=O)NC(C)COC)c(C)n1C (stereo not given),3,10,3,-12,0,-6,-13,10,-0.1
O=C(Nc1c(C(=O)C2CC2)oc2ccccc12)c1ccc(Cl)cc1,-13,2,-1,2,-3,-9,9,-1,9.1
COc1ccccc1NC(=O)N(CCN1CCCC1)Cc1cc2cc(C)ccc2[nH]c1=O,-3,-10,7,-6,1,nt,nt,2,1.2
COC(=O)C1=C(N)OC2=C(C(=O)CC(C)(C)C2)C1c1cccs1 (stereo not given),-16,-3,2,-5,3,-3,-12,6,1.2
NS(=O)(=O)c1ccc(CNC(=O)c2cnccn2)cc1,-6,12,nt,10,-5,-13,-4,-6,0.7
COc1ccc(-c2nnc(SC)n2C)cc1,2,13,2,-2,-2,-7,15,-1,0.8
CCCCNCC1C(Oc2ccc(Cl)cc2)C(=O)N1c1ccccc1C (stereo not given),-10,2,3,-6,-2,-16,77*,8,1.0
c1c2c(cc3sc(N4CCOCC4)nc13)OCCO2,10,2,6,-4,9,-19,52,7,1.9
CCOC(=O)C(=O)N1CCC(Cc2ccccc2)CC1,-9,15,-2,-6,0,-11,17,6,2.5
Cc1cc2n(n1)SC(Nc1cccc3ccccc13)N2 (stereo not given),-16,3,-9,4,1,-25,21,10,2.9
CC1=C(C(N)=O)C(c2cccs2)NC(=O)N1 (stereo not given),-10,0,nt,-21,-1,-6,-6,-8,-0.6
Cn1c2ccccc2c2c(C(=O)NCC3CCCO3)cn(C3CCCC3)c(=O)c21 (stereo not given),10,9,1,-35,-2,3,23,5,0.5
Cc1cc(NC(=O)CCCn2ccc([N+](=O)[O-])n2)n(Cc2ccc(F)cc2)n1,0,2,-3,17,-1,-13,17,-3,-2.1
COc1ccccc1N1CCN(C(=O)CCc2c[nH]c3ccccc23)CC1,0,-14,11,-8,2,2,23,0,-0.8
COc1ccccc1CCNC(=O)c1cnn2c(C(F)F)cc(C)nc12,-8,-21,10,-9,5,-10,22,7,0.2
C=CCn1c(SCc2nc3ccccc3c(=O)[nH]2)nc2scc(C3CC3)c2c1=O,-1,-74,nt,-73,4,-62,-4,0,1.6
Cc1nc2nc(CC(=O)O)[nH]n2c(=O)c1[N+](=O)[O-],1,-4,nt,-14,-3,-1,-27,-1,1.9
O=C(NNS(=O)(=O)c1ccc2ccccc2c1)c1cccnc1,-1,-5,11,10,-3,-11,-15,-3,0.3
Cc1ccc(S(=O)(=O)Nc2ncc(C(F)(F)F)cc2Cl)cc1,3,-6,-4,-5,-3,-2,-3,-4,0.7
O=C(Nc1ccc(Cl)cc1)c1cccc(N2C(=O)C3C4CCC(C4)C3C2=O)c1 (stereo not given),-16,19,-9,10,0,-4,35,3,0.5
CSc1c(CC(=O)Nc2ccc(F)cc2)n(Cc2ccccc2)c2ccccc12,-13,-5,1,15,0,-5,37,4,-1.4
Cc1c(C(=O)O)oc2c1/C(=N\O)CCC2,-8,-7,3,-3,1,-8,20,8,-0.8
C=CCN(C(=O)CCC(=O)O)C1CC(=O)N(c2ccc(OCCC)cc2)C1=O (stereo not given),-9,-12,-4,12,3,-8,56,5,0.7
NC(=O)C1=C[C@@H](c2csc3ccccc23)C[C@@H](OCCCCO)O1,-5,13,-4,-3,-5,-9,31,-2,-0.3
Cn1c(=O)cc(SCC(=O)N2CCN(Cc3ccc4c(c3)OCO4)CC2)c2ccccc21,1,6,4,4,-4,2,29,-2,-0.2
COc1ccccc1C(=O)Nc1c(C)n(C)n(-c2ccccc2)c1=O,-5,5,1,-14,2,-9,-9,5,4.5
Cc1ccc(S(=O)(=O)/N=C2\SC(CC(=O)Nc3ccc(F)cc3)C(=O)N2c2ccccc2)cc1 (stereo not given),-22,32,1,14,2,-35,29,6,2.2
Cc1ccc(-c2c[n+](Cc3ccc(Cl)cc3)c3n2CCC3)cc1,-18,-8,nt,-15,87*,-1,3,73*,2.6
O=S(=O)(Nc1ccc2c(c1)nc1n2CCN(Cc2ccccc2)C1)c1ccccc1,-14,-24,-4,5,-5,-15,1,3,3.7
COc1ccc(-c2csc(NC(=O)c3ccco3)n2)cc1,-5,-15,6,-36,-1,-25,14,2,-1.6
CCOC(=O)C1CCCN(c2nc3ccccc3nc2C(C#N)C(=O)NCc2ccccc2)C1 (stereo not given),-19,-30,-2,-7,-1,-28,74*,3,-1.4
CC1CCCN(C(=S)Nc2ccc(F)cc2)C1 (stereo not given),5,17,-2,1,2,-11,9,13,1.3

(next part)
SMILES,S1P4 antag,NPY-Y1 PAM-ag,NPY Y1 blocker,NPY-Y2 PAM-ag,Ba/F3 V617F tox,p47phox inh,CHOP inh,BaF3 parental,S1P4 ag
O=C(Nc1ccccc1F)c1ccc(CSc2ncccn2)cc1,-2,12,-1,20,-2,-11,-28,3,0.5
Cc1nc(N2CCOCC2)nc(N2CCN(c3ccccc3)CC2)c1[N+](=O)[O-],-20,4,4,1,-2,-4,50,3,3.2
Clc1ccc(Cn2nnc(-c3ccc(N4CCOCC4)cc3)n2)cc1,-3,6,-1,6,-4,-18,37,-1,0.9
COc1ccc(C(=O)N[C@H](C(=O)Nc2ccc(OC)nc2)C(C)C)cc1,-14,-5,5,-10,-1,-16,57,0,-2.1
CN1C2C=C3C(C#N)=C(N)C(C#N)(C#N)[C@@H](c4ccsc4)[C@@H]3C1CC2 (stereo not given in full),-20,13,1,8,-5,-2,22,4,0.3

Screening data from PubChem.
